NCI-60 one-dose screen, 48 h, at 10 µM unless noted. Numbers give growth in % (100 = growth as untreated, 0 = no growth, -100 = all killed).
SF-295: SF-295 CNS cancer cells. actives 5.6% (n = 79,000)
A498: A498 renal cancer cells; actives 5.4% (n = 76,000)
CAKI-1: CAKI-1 renal cancer; actives 4.7% (n = 75,000); AID 1794772
SF-539: SF-539 CNS cancer; actives 6.8% (n = 81,000)
SNB-19: SNB-19 CNS cancer cells. actives 2.5% (n = 81,000). AID 1794751
SF-268: SF-268 CNS cancer cells. actives 3.1% (n = 82,000)
U251: U251 CNS tumor cells. actives 5.4% (n = 80,000)
NCI-H23: NCI-H23 lung cancer. actives 4% (n = 80,000). AID 1794731
SNB-75: SNB-75 CNS cancer; actives 5% (n = 79,000); AID 1794750
* = called active by the depositor; x = no result given; & = joins results of further samples. How the source made its calls: active means growth percent below 10; inactive means the rest.

1. COc1ccc(-c2ccccc2)cc1
2. Cn1c(=O)c2ccccc2n(C)c1=O
3. O=c1cc(-c2ccc(OCc3ccccc3)cc2)oc2c(I)c(OCc3ccccc3)cc(OCc3ccccc3)c12
4. Fc1ccc(-c2cc(-c3cccs3)cc(-c3ccccc3)n2)cc1
5. COc1ccc(/C(C)=C(/c2ccc(O)cc2)c2ccc(OCCN(C)C)cc2)cc1
6. O=[N+]([O-])c1cc(I)c(Br)c(-c2cc([N+](=O)[O-])cc(I)c2Br)c1
7. CC(C)CCSc1nc(-c2ccc(F)cc2)c(C#N)c(N2CCCCC2)n1
8. COc1ccccc1N=Nc1cc(S(=O)(=O)O)c2ccccc2c1O
Screen / compound no.	1	2	3	4	5	6	7	8
SF-295	103	99&104	99	457	102	119	103	114
A498	81	125&113	x	118	79	116	88	111
CAKI-1	101	94&92	84	320	91	100	76	88
SF-539	102	105&102	100	101	84	104	107	99
SNB-19	101	93&106	104	104	95	104	102	108
SF-268	97	105&106	99	114	93	117	97	96
U251	98	96	90	108	82	103	94	101
NCI-H23	98	108&105	103	99	86	104	91	103
SNB-75	98	130&77	80	99	90	96	94	100

Given with values under each structure: 2 of the compounds above
Results follow in this order: SF-295, A498, CAKI-1, SF-539, SNB-19, SF-268, U251, NCI-H23, SNB-75
#6 O=[N+]([O-])c1cc(I)c(Br)c(-c2cc([N+](=O)[O-])cc(I)c2Br)c1
    119, 116, 100, 104, 104, 117, 103, 104, 96
#7 CC(C)CCSc1nc(-c2ccc(F)cc2)c(C#N)c(N2CCCCC2)n1
    103, 88, 76, 107, 102, 97, 94, 91, 94

Later entries.
9. O=C1NC(=O)C(c2coc3cc(Br)ccc23)=C1c1c[nH]c2ccccc12
10. CSc1ccc(C(=O)c2ccc(Cl)cc2)cc1
11. O=c1[nH]c2c(cc1S(=O)(=O)c1ccccc1)CCc1c-2cnn1-c1ccc(Cl)cc1
12. O=C(O)C(C1CCCCC1)C1(O)CCCC1 (stereo not given)
13. CC(=O)SCC(C)C1CCC(C)C(SC(C)=O)C1 (stereo not given)
14. CC(C)C(=O)C(CCN(C)C)c1ccccn1 (stereo not given)
15. c1cc2c3c(cccc3c1)-c1nc3nccnc3nc1-2
16. CC(=C/c1ccccc1)/C=C1/SC(=S)N(C=C2C(=O)NC(=O)NC2=O)C1=O
Screen / compound no.	9	10	11	12	13	14	15	16
SF-295	71	91	94	109	85	79	100	92
A498	5.3*	90	83	104	x	87	56	77
CAKI-1	39	94	96	98	78	87	73	102
SF-539	65	104	101	106	102	108	95	106
SNB-19	58	91	108	104	102	113	86	94
SF-268	43	100	114	95	94	102	99	97
U251	30	95	x	102	105	91	91	81
NCI-H23	78	97	x	108	96	106	75	95
SNB-75	-2.4*	93	96	81	103	109	83	101

17. O=C(/C=C/c1cc(-c2ccc3c(c2)OCO3)n[nH]1)c1ccc(Cl)cc1
18. NS(=O)(=O)c1cc(=O)[nH]c(=O)[nH]1
19. NC1=NN(O)C2=CC(Br)C=CC2=N1 (stereo not given)
20. Cc1ccc2c(c1)C(=O)/C(=C/c1ncc([N+](=O)[O-])n1C)O2
21. COc1ccc(NC(=O)COc2ccc(/C=C3/Oc4cc(OC)ccc4C3=O)cc2OC)cc1
22. O=C1OC(=O)c2ccc(-c3ccc4ncn(C5CCCCC5)c4c3)c3cccc1c23
23. C=C(C)[C@@H]1CC[C@]2(C(=O)O)CC[C@]3(C)[C@H](CC[C@@H]4[C@@]5(C)CCC(=O)NC(C)(C)[C@@H]5CC[C@]43C)[C@@H]12
24. CN(N=Nc1ccccc1C(=O)O)C1CCCCC1
Screen / compound no.	17	18	19	20	21	22	23	24
SF-295	x	109	90	18	110	100	97	100&104
A498	78	190	96	76	96	115	104	109&110
CAKI-1	x	111	x	-32*	x	x	93	93&96
SF-539	x	111	97	39	91	103	97	109&99
SNB-19	91	106	100	12	93	105	102	101&102
SF-268	97	110	95	-32*	97	100	98	95&100
U251	90	98	101	-19*	97	104	102	102&103
NCI-H23	91	114	95	-2.7*	92	89	111	99&102
SNB-75	91	93	86	74	93	88	92	85&91

25. CCc1ccc(NC(C)=O)cc1
26. CC(=O)c1ccc(N2CN(c3ccc(F)cc3)CC3=C2CC(C)(C)CC3=O)cc1
27. COc1ccc(CN2CCc3c(nc(N)nc3Sc3ccc(C(C)C)cc3)C2)c(OC)c1
28. COc1cc2nc(-c3ccc(NC(=O)/C=C/c4ccc(F)cc4)cc3)sc2c(OC)c1OC
29. O=S(=O)(NCCCNc1nccc(-c2c(-c3cccc(O)c3)nc3occn23)n1)c1ccc(C(F)(F)F)cc1
30. S=C(Nc1ccccc1)Nc1ccc(Nc2ncnc3sc4c(c23)CCOC4)cc1
31. COc1ccc(/C=C2\C(=O)N=C3N2NC(C#N)(C/C=C/c2ccccc2)C(=O)N3c2ccccc2)cc1 (stereo not given)
32. c1ccc(C(c2ccccc2)[n+]2ccccc2)cc1
Screen / compound no.	25	26	27	28	29	30	31	32
SF-295	114	64	102	105	103	77	98	93
A498	118	74	86	110	92	69	96	92
CAKI-1	112	x	90	101	70	70	81	97
SF-539	102	89	125	101	95	98	91	104
SNB-19	120	89	112	107	101	97	91	98
SF-268	113	73	85	105	84	93	89	96
U251	101	82	68	101	80	87	94	97
NCI-H23	105	80	61	95	89	79	84	103
SNB-75	95	75	103	86	72	78	94	105

33. CC(C)C(=O)Nc1ccc(-c2nc(-c3cccc(OCCN4CCOCC4)c3)c(-c3ccnc(Br)c3)[nH]2)cc1
34. C/C(=N/NC(N)=S)c1sc(Nc2cccc(Cl)c2)nc1C
35. N#Cc1c2c(c(N)[nH]c1=O)C(=O)NC2(O)c1ccccc1 (stereo not given)
36. CC(=O)Nc1ccc(-n2c(CO)nc3cc(-c4ccc(O)cc4)ccc32)cc1
37. Cc1ccc(NC(=O)Nc2ccc(-c3cccnc3)cc2N2CCC(CO)CC2)cc1
38. Cc1nn(-c2ccccc2)c2ncn(/N=C/c3cccc([N+](=O)[O-])c3)c(=N)c12
39. COc1ccc(CCN2C(=O)CCC3=C2CCC3=O)cc1OC
40. C=CCOC(=O)C(=O)OCC=C
Screen / compound no.	33	34	35	36	37	38	39	40
SF-295	-58*	89	100	82	40	95	93	154
A498	55	81	106	110	-36*	115	104	119
CAKI-1	44	64	x	66	42	87	126	136
SF-539	24	84	104	69	1.3*	101	105	92
SNB-19	51	88	114	79	x	92	99	95
SF-268	60	75	105	77	37	110	114	103
U251	25	90	101	69	11	104	x	106
NCI-H23	56	89	99	87	4.0*	103	105	110
SNB-75	-4.1*	120	106	96	15	129	98	102

41. Cc1n[nH]c(=O)n(/N=C/c2cccs2)c1=O
42. COc1ccc2c(c1)OC(O)(C(F)(F)C(F)(F)F)CC2=O (stereo not given)
43. CN(C)C(=S)SC(=S)N(C)C
44. CCN(CC)C(=O)C(c1ccccc1)C(O)(c1ccccc1)c1ccccc1 (stereo not given)
45. COc1ccc(C2CC(c3ccc(Cl)c(Cl)c3)=NN2c2ccccc2)cc1OC (stereo not given)
46. NC(=O)NCC1CCCCC1
47. CC12CCC3C4(C)COC(c5ccccc5Cl)OC4CCC3(C)C1CC(C1=CCOC1=O)O2 (stereo not given)
48. COc1ccc(-c2nc3c(c(-c4ccc(Cl)cc4)nn3-c3ccccc3)c(-c3ccccc3)c2C#N)cc1
Screen / compound no.	41	42	43	44	45	46	47	48
SF-295	70	x	101&100	84	104	93	64	102
A498	92	89	95	87	76	104	51	111
CAKI-1	98	115	103&104	88	90	89	56	95
SF-539	105	99	101&93	113	107	91	85	103
SNB-19	102	112	109&99	94	101	115	79	103
SF-268	107	109	96&107	97	101	99	70	106
U251	103	99	97&96	72	90	104	74	100
NCI-H23	106	104	108&92	103	104	91	53	103
SNB-75	92	95	90&97	103	87	91	x	86

49. CCn1nc(C#Cc2c(C)ccc3c(Nc4ccc(Cl)cc4)nccc23)c2c(N)ncnc21
50. C=C(C)[C@@H]1CC[C@]2(C)[C@H](CC=C3[C@@H]4[C@H](C)[C@@H](C)CC[C@]4(CO)CC[C@]32C)[C@@]1(C)CCCN
51. Cc1c/c(=N\NC(=O)Nc2ccc(F)cc2)oc2cc(O)ccc12
52. CO[C@H]1C[C@H](O[C@H]2[C@H](C)[C@@H](OC3O[C@H](C)C[C@H](N(C)C)[C@H]3O)[C@@H](C)C[C@]3(CO3)C(=O)[C@H](C)[C@@H](O)[C@@H](C)[C@@H](C)OC(=O)[C@@H]2C)O[C@@H](C)[C@@H]1O (stereo not given in full)
53. COc1cc2oc(-c3cccc(NC(=O)[C@H](CC(N)=O)NC(=O)OC(C)(C)C)c3)cc(=O)c2c(OC)c1OC
54. COc1cccc(NC(=O)Nc2ccc(Oc3ncnc4[nH]c(C)c(C)c34)cc2)c1
55. CC1=CC(=O)[C@]2(OC3O[C@@H](C)[C@H](O)[C@@H](O)[C@H]3O)C=CO[C@@H](O[C@@H]3O[C@H](CO)[C@@H](O)[C@H](O)[C@H]3O)[C@H]12 (stereo not given in full)
56. C1CCN(CC2CCCCN2)CC1 (stereo not given)
Screen / compound no.	49	50	51	52	53	54	55	56
SF-295	4.9*	77	99	104	103	92	94	96&112
A498	12	73	106	111	94	106	102	104
CAKI-1	19	22	100	88	85	x	104	98&121
SF-539	-32*	13	89	100	78	65	96	111&95
SNB-19	9.0*	72	95	105	96	90	109	99&110
SF-268	17	59	106	106	90	81	97	99&106
U251	26	-74*	98	102	90	77	98	104&103
NCI-H23	18	61	104	100	x	71	96	112&107
SNB-75	-8.5*	18	105	91	96	87	90	105&86

57. CCOC(=O)CCC1(C(=O)OCC)Oc2ccc(Cl)cc2C1=O (stereo not given)
58. OC(c1ccccc1)C(NCCNCc1ccccc1)c1ccccc1 (stereo not given)
59. COc1ccc2c(ccc(=O)n2C)c1
60. CN(C)CCCN1c2ccccc2Sc2ccc(F)cc21
61. CC(=O)/C=C/C1=C(C)CCCC1(C)C
62. CC[C@@H](C(=O)[C@@H](C)[C@@H](O)[C@H](C)[C@@H]1O[C@@H]([C@@H](CC)C(=O)O)CC[C@@H]1C)C1O[C@]2(C=CC(=O)[C@]3(CC[C@@](C)([C@H]4CC[C@](O)(CC)[C@H](C)O4)O3)O2)[C@H](C)C[C@@H]1C (stereo not given in full)
63. COc1ccc(N=C2NN=C(c3ccc(F)cc3)CS2)cc1OC
64. Nc1cccc(-c2nc3sccn3c2-c2ccnc(NCCNS(=O)(=O)c3ccc(Cl)cc3)n2)c1
65. CCOC(=O)c1ccc(Cc2ccc(C(=O)OCC)o2)o1
66. O=S(=O)(/N=C1C=C/C(=N\S(=O)(=O)c2ccccc2)c2ccccc2\1)c1ccccc1
67. Cc1ccc(S(=O)(=O)OC2CCN(C(=O)OCc3ccccc3)CC2)cc1
Screen / compound no.	57	58	59	60	61	62	63	64	65	66	67
SF-295	104	104	111	97	95	4.0*	91	95	100	116	x
A498	119	103	112	67	105	-11*	86	91	88	117	80
CAKI-1	97	99	94	82	x	27	85	86	92	99	95
SF-539	109	102	101	89	100	16	102	103	109	123	107
SNB-19	103	100	99	90	106	12	94	101	97	116	101
SF-268	115	103	93	82	100	51	116	92	115	104	119
U251	100	101	105	85	109	24	87	96	98	93	101
NCI-H23	107	99	99	92	109	30	104	97	96	83	93
SNB-75	97	92	94	74	87	19	123	x	98	96	99

Pulled by compound from the entries so far (six):
10. CSc1ccc(C(=O)c2ccc(Cl)cc2)cc1
62. CC[C@@H](C(=O)[C@@H](C)[C@@H](O)[C@H](C)[C@@H]1O[C@@H]([C@@H](CC)C(=O)O)CC[C@@H]1C)C1O[C@]2(C=CC(=O)[C@]3(CC[C@@](C)([C@H]4CC[C@](O)(CC)[C@H](C)O4)O3)O2)[C@H](C)C[C@@H]1C (stereo not given in full)
47. CC12CCC3C4(C)COC(c5ccccc5Cl)OC4CCC3(C)C1CC(C1=CCOC1=O)O2 (stereo not given)
51. Cc1c/c(=N\NC(=O)Nc2ccc(F)cc2)oc2cc(O)ccc12
42. COc1ccc2c(c1)OC(O)(C(F)(F)C(F)(F)F)CC2=O (stereo not given)
63. COc1ccc(N=C2NN=C(c3ccc(F)cc3)CS2)cc1OC
Screen / compound no.	10	62	47	51	42	63
SF-295	91	4.0*	64	99	x	91
A498	90	-11*	51	106	89	86
CAKI-1	94	27	56	100	115	85
SF-539	104	16	85	89	99	102
SNB-19	91	12	79	95	112	94
SF-268	100	51	70	106	109	116
U251	95	24	74	98	99	87
NCI-H23	97	30	53	104	104	104
SNB-75	93	19	x	105	95	123
